KLF5 inh: inhibitors of KLF5 expression | DLD-1 KLF5 promoter-luciferase reporter, luminescence | inhibition, % at 5 µM | hit rate 0.23% among 290,000 | AID 1700;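 active = inhibition above a per-plate limit of that plate's mean compound inhibition plus 3 SD, cut at about 60% in these data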;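 note: 0% = DMSO wells and 100% = LY294002 at 200 µM; higher means less KLF5 promoter-driven luciferase light; inactives centre near -14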
AI-2 QS modul: modulators of Vibrio harveyi AI-2 quorum sensing system. Vibrio harveyi JMH597 AI-2 luminescence/OD600 ratio, 9 h; stronger effect = lower value; strain lacks LuxN and CqsS sensors; 0 = neutral-control median. activity change, % at 7.5 µM. hit rate 0.4% among 300,000. AID 2094; in the data active = activity change below about -75%, passing the limit was not always enough; inconclusive = no clear call, values can overlap the other calls;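 note: luminescence divided by OD600 gain over 9 h not by final OD600 alone; inactives centre near 13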
HSP90 refold inh: blocks HSP90-mediated luciferase refolding in reticulocyte lysate; Rabbit reticulocyte lysate, luciferase refolding luminescence, 3 h; hit rate 0.91% among 290,000; inhibition, % at 5.6 µM;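 active = inhibition above the screen-wide mean plus 3 SD, computed separately per campaign, cut at about 16% in these data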;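 note: 0% = DMSO wells and 100% = 60 µM geldanamycin wells; inhibitors lower the luminescence because luciferase stays unfolded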
HIF activator: HIF pathway transcriptional activation; U2OS HRE-luciferase reporter, luminescence; normalized: DMSO 0%, desferrioxamine 100%; activation, % at 7.5 µM (by protocol); hit rate 0.32% among 300,000;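 active = mean activation of at least 10% of the iron chelator positive control signal, with at least half of replicates also reaching 10%; inconclusive = mean and replicate majority disagree about reaching 10%; inactive = mean and most replicates under 10%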
Platelet DG rel: platelet dense granule release activity | human platelet-rich plasma, SFLLRN dense granule ATP release, luminescence | inhibition, %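 (compounds screened at 7.5 µM in platelet-rich plasma)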 | hit rate 0.22% among 300,000 | AID 1663;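 active = mean replicate score, as percent of positive control, at or above 50; inconclusive = mean below 50 but at least one replicate at or above 50; inactive = mean and every replicate below 50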
IEC-6 cytotox: counter-screen for KLF5 inhibitors: cytotoxicity in IEC-6 cells; inhibition, % at 5 µM; hit rate 0.78% among 290,000; AID 1825; IEC-6 cytotoxicity, luminescence viability; in the data active = inhibition above about 22%;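 note: 0% = plate median of test compound wells and 100% = cytotoxic reference compound wells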
HSF-1 act: increases HSF-1 driven luciferase reporter signal. NIH3T3-HGL HSF-1 luciferase reporter, MG132, 8 h; 100% = twice DMSO control signal. activation, % at 9 µM. hit rate 1.7% among 300,000. AID 504408;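 active = mean replicate activation of at least 50% with a set share of replicates each reaching 50%; inconclusive = only one of those two conditions met; inactive = mean below 50% and too few replicates reaching it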;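 note: 0% = median of the neutral control wells and 100% = twice that signal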
HSF1 inhib: HSF1 inhibition | NIH3T3-HGL HSE-luciferase, MG132-induced, luminescence 8 h; stronger effect = lower value | activity change, negative = inhibition, % at 7.5 µM (by protocol) | hit rate 0.77% among 300,000;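 active = more than half of replicate wells show activity change below -50%, luminescence cut by over half; inconclusive = some wells, but at most half, below -50%; inactive = no replicate well below -50%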;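 note: luciferase reports HSF-1 transcriptional activity via heat shock element; 0% = median of DMSO wells and -100% = zero luminescence signal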
aSyn UTR inh: 5' untranslated region of α-synuclein, MLPCN primary screen. alpha-synuclein 5'UTR reporter, inhibitor activity. inhibition, % (tested at 7.5 µM). hit rate 0.82% among 300,000. AID 1813; in the data active = inhibition above about 60%; inconclusive = no clear call, values can overlap the other calls;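 note: H4 neuroglioblastoma cells stably carrying SNCA 5'UTR luciferase fusion; 0% = DMSO wells and 100% = positive control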
HDAC3 inhib: human HDAC3 inhibition; recombinant HDAC3, fluorogenic peptide/trypsin coupled, fluorescence; O15379; inhibition, % at 8.3 µM; hit rate 0.15% among 320,000; in the data active = inhibition above about 26%, passing the limit was not always enough; inconclusive = no clear call, values can overlap the other calls
Target sequence (O15379 whole entry, looked up): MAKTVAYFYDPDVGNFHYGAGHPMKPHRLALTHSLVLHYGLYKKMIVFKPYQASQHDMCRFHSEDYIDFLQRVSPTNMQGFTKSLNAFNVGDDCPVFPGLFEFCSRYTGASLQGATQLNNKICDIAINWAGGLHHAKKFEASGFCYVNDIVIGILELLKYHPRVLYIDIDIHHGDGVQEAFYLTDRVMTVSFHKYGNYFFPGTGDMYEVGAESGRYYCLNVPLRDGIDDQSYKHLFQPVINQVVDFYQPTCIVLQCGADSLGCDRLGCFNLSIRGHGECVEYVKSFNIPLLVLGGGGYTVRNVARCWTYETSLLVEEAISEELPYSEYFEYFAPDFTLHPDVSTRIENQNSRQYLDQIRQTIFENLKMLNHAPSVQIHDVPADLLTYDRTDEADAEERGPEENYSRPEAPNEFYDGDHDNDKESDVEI
Starred values were filed as active, the others as inactive; ? = inconclusive; / = not tested or not shown.

Results follow in this order: IEC-6 cytotox | Platelet DG rel | HIF activator | aSyn UTR inh | HSP90 refold inh | HSF1 inhib | AI-2 QS modul | KLF5 inh | HDAC3 inhib | HSF-1 act
(1) Cc1ccc(-c2ccc(=O)n(Cc3ccc(F)cc3Cl)n2)cc1
    -5 | 0 | 1.8 | 0 | 4 | 3 | 6 | -5 | -9 | -4
(2) CCCS(=O)(=O)N1CCCC(C(=O)NC(C)c2ccc3c(c2)OCCO3)C1 (stereo not drawn)
    1 | -1 | -0.2 | 0 | 3 | -7 | 6 | -11 | 14 | 22
(3) CCOC(=O)C1=NOC2C(=O)N(c3ccc(Cl)cc3Cl)C(=O)C12 (stereo not drawn)
    -6 | 1 | -0.7 | 12 | 0 | -5 | 19 | -3 | -6 | -6
(4) COc1cc(C2CC(=O)NC3=C2C(=O)CC(C)(C)C3)ccc1O (stereo not drawn)
    4 | 5 | -0.4 | -2 | 5 | 0 | 20 | 14 | / | -9
(5) CCN(CCn1cccn1)Cc1cn[nH]c1-c1ccc(-c2ccccc2)cc1
    -2 | 0 | 0.4 | -67 | -6 | 17 | 6 | -71 | 1 | 36
(6) COc1ccccc1N(Cc1cc2ccc(C)cc2[nH]c1=O)C(C)=O
    -1 | 10 | -1.7 | 2 | 0 | -8 | 13 | -26 | -3 | 6
(7) CC(C)CNC(=S)NC1CC2CCCC(C1)N2Cc1ccco1 (stereo not drawn)
    1 | 0 | 0.0 | 26 | 4 | 0 | 22 | -13 | -1 | 4
(8) COc1ccccc1N(CC(=O)N/N=C(\C)c1cccc(Br)c1)S(C)(=O)=O
    -8 | 5 | -0.4 | -13 | -2 | 2 | 23 | -10 | -2 | -13
(9) O=S(=O)(c1ccc(S(=O)(=O)n2cnc3ccccc32)cc1)N1CCCCCC1
    2 | -1 | -0.4 | 5 | 0 | -34 | 27 | -16 | 1 | -49
(10) O=C(O)/C=C/C(=O)Nc1ccc(Cc2ccc(NC(=O)/C=C/C(=O)O)cc2)cc1
    0 | -2 | -0.4 | -1 | 0 | -8 | 12 | -61 | 0 | -5
(11) CCC(=O)N(Cc1ccc(S(N)(=O)=O)cc1)C1CC(=O)N(c2ccc(OC)cc2)C1=O (stereo not drawn)
    2 | -2 | -0.3 | 5 | 2 | 9 | 27 | -34 | -3 | 9
(12) COCCCn1c(=O)/c(=C\c2ccccc2OC(C)C)s/c1=C(/C#N)C(=O)Nc1ccc(C(=O)O)cc1
    -8 | ? | -0.5 | 10 | 5 | 2 | 21 | 0 | 4 | -2
(13) Cc1cccc(N(CC(=O)NC(C)(C)C)C(=O)CS(=O)CC(=O)Nc2ccc3c(c2)OCO3)c1 (stereo not drawn)
    -2 | 0 | 0.6 | 1 | 4 | 7 | 27 | 17 | 2 | 5
(14) O=C(O)C1CCCCC1C(=O)Nc1ccc(OCc2ccccc2)cc1 (stereo not drawn)
    -2 | 1 | -1.2 | -35 | -2 | -10 | 44 | -72 | 0 | -15
(15) CC(=O)Nc1nc(-c2ccccc2)nc(C)c1C(C)=O
    5 | -5 | 0.5 | -10 | 0 | -7 | 4 | -10 | -9 | 1
(16) c1ccc(-c2nnc(-c3ccccc3)o2)cc1
    4 | 3 | 2.4 | -96 | -1 | 22 | 12 | -108 | / | 47
(17) CCCCc1ncc(CN2CCC(CC3CCCCO3)(C(=O)OCC)CC2)[nH]1 (stereo not drawn)
    -2 | -3 | -0.3 | -13 | 2 | -4 | 20 | -20 | 5 | -6
(18) CCCn1c(SCC(=O)Nc2cc(S(=O)(=O)N3CCOCC3)ccc2Cl)n[nH]c1=O
    -4 | 4 | -0.2 | -11 | 4 | 2 | 14 | -54 | -6 | 12
(19) O=C(CCN1C(=O)S/C(=C/c2ccccc2)C1=O)Nc1ccc(O)c(C(=O)O)c1
    -6 | -11 | 0.1 | 5 | 0 | -3 | 28 | -22 | 10 | 3
(20) Cc1nn(Cc2ccc(Cl)cc2Cl)c(C)c1NC(=O)Cn1nc([N+](=O)[O-])c(Cl)c1C
    -2 | -6 | -1.4 | 18 | -4 | 4 | 2 | 1 | 2 | 25
(21) CCCCC(O)(C(NC=O)C(=O)OC)C(F)(F)F (stereo not drawn)
    2 | / | 0.0 | 0 | 1 | -7 | 24 | 10 | 5 | -3
(22) CC(Oc1ccccc1Cl)C(=O)/C=C/N(C)C (stereo not drawn)
    -3 | 5 | -1.8 | 8 | 0 | 4 | 32 | -4 | 8 | -8
(23) O=S(=O)(Nc1ccc(Br)cc1)c1cccc2cccnc12
    10 | -3 | -0.5 | -9 | 1 | 6 | 10 | -23 | 7 | -5
(24) CCOC(=O)C1(CC2CCCCO2)CCN(Cc2ccccc2-c2ccco2)CC1 (stereo not drawn)
    -8 | 11 | 0.2 | 6 | 0 | 3 | 11 | -12 | -1 | -3
(25) CCc1nc(SCc2ccccc2C)n[nH]1
    6 | -6 | -30 | -35 | -5 | -3 | 18 | -37 | 4 | -9
(26) CC(=O)c1cnn(-c2c(Cl)cc(Cl)cc2Cl)c1C
    11 | -4 | -0.2 | 10 | 5 | -59* | 18 | -10 | 6 | -64
(27) CCCCC(=O)Nc1ccc(C(=O)c2ccccc2)cc1
    15 | 4 | 1.1 | -49 | 1 | 9 | -30 | -55 | 8 | 19
(28) Cc1ccc(N2C(=O)c3cccc4c(Oc5ccccc5[N+](=O)[O-])ccc(c34)C2=O)c(C)c1
    -6 | 11 | 0.1 | 38 | -1 | -4 | 15 | -26 | 7 | -4
(29) COc1ccc(C(=O)NC2CCN(CC(=O)Nc3c(C)cccc3C)CC2)cc1OC
    3 | -4 | -0.2 | 1 | 0 | -5 | 12 | -12 | 2 | 8
(30) Fc1ccccc1OCCCCN1CCCCC1
    -6 | 9 | 0.5 | 2 | -1 | -4 | 21 | -28 | 4 | 0

Results follow in this order: IEC-6 cytotox | Platelet DG rel | HIF activator | aSyn UTR inh | HSP90 refold inh | HSF1 inhib | AI-2 QS modul | KLF5 inh | HDAC3 inhib | HSF-1 act
(31) CCC(C)(C)n1nnnc1C(c1ccc(C)cc1)N1CCC(C)CC1 (stereo not drawn)
    0 | -5 | -0.5 | 9 | 4 | ? | 17 | 19 | -2 | -38
(32) CCOC(=O)N1CCN(CCC(=O)Nc2cc(OC)ccc2OC)CC1
    -4 | -12 | 0.0 | 13 | -6 | -3 | 20 | -21 | 4 | 10
(33) O=C(Cc1cccs1)N/N=C/C=C/c1ccccc1[N+](=O)[O-]
    0 | 5 | 1.1 | -99 | -2 | 14 | 0 | -42 | -10 | 37
(34) COc1ccc(NC(=O)c2cccnc2N2CCCC2)cc1
    -1 | 18 | -0.1 | 4 | 0 | -5 | 23 | 0 | -8 | 11
(35) Cc1cc(NC(=O)c2c(Cl)cnn2C)no1
    -4 | 3 | -0.2 | 25 | -2 | -17 | 19 | -24 | -4 | -4
(36) CCN(c1cccc(C(F)(F)F)c1)S(=O)(=O)c1ccc2c(c1)CCN2C(C)=O
    -1 | 4 | 0.4 | -5 | -1 | -19 | 11 | 3 | 14 | -30
(37) COc1ccc(CCNCC(=O)Nc2ccc(C)c(S(=O)(=O)N(C)C)c2)cc1
    6 | 5 | 0.3 | 3 | -2 | 4 | -7 | -9 | -2 | 33
(38) CCC(C)NC(=O)CSc1ncnc2sccc12 (stereo not drawn)
    0 | 1 | 0.3 | 8 | 4 | -3 | 4 | 3 | 7 | 7
(39) COc1ccc(NC(=O)COc2cccc(-n3cnnn3)c2)cc1Cl
    / | -8 | 0.2 | 25 | / | 2 | 2 | / | -2 | 11
(40) O=S(N1CCCCCC1)C12CC3CC(CC(C3)C1)C2 (stereo not drawn)
    0 | 2 | 0.0 | -9 | -2 | -5 | 12 | 7 | -5 | -1
(41) Cc1ccc(C)c(Nc2cc(C)nc3ccccc23)c1
    / | -2 | 0.0 | 28 | / | -11 | 4 | / | 8 | 2
(42) C=CCn1c(SC)nnc1-c1cccc([N+](=O)[O-])c1
    0 | 2 | 0.0 | 16 | 2 | 2 | 32 | -18 | 0 | -8
(43) O=C(O)CNS(=O)(=O)c1ccc2c3c(cccc13)C(=O)N2
    -6 | 0 | -12 | 19 | 4 | -9 | 17 | -31 | -16 | 5
(44) CN1CCN(CCC(=O)Nc2cccc(F)c2)CC1
    -1 | -3 | 0.1 | 6 | -2 | -26 | 20 | 11 | 2 | -37
(45) NS(=O)(=O)c1ccc(CCNC(=O)CNC(=O)c2ccc(Oc3ccccc3)cc2)cc1
    2 | 1 | -0.1 | -2 | -3 | -3 | / | -12 | -12 | -5
(46) COc1cc(CC(=O)Oc2ccc3c(c2)OCO3)cc(OC)c1OC
    -3 | 3 | 0.2 | 11 | -4 | -6 | 0 | -39 | -3 | 7
(47) CCOC(=O)N1CCN(C(=O)c2ccc(S(=O)(=O)NCc3ccco3)cc2)CC1
    2 | -35 | -2.7 | 0 | 2 | -6 | 31 | 7 | 7 | -4
(48) C=CCSc1nc(N)c(C#N)c(-c2ccc(C)cc2)c1C#N
    1 | -19 | -0.5 | 43 | 3 | 1 | 4 | -13 | -3 | 10
(49) Cc1cccc(NC(=O)c2cc(-c3cccnc3)nc3c(C)cccc23)n1
    3 | 4 | -3.0 | -20 | 3 | -17 | 19 | -2 | 5 | -19
(50) COc1ccc(NC(=S)NNC(=O)Cn2nc(C(F)F)cc2C(F)F)cc1
    -3 | 12 | -0.5 | -5 | 1 | -13 | 30 | -7 | 1 | 12
(51) CCOC(=O)C1Nc2ccc(C)cc2C2C=CCC12 (stereo not drawn)
    / | 12 | 1.3 | 0 | / | 4 | 1 | / | 5 | -12
(52) CC1=C(C(=O)Nc2cccnc2)C(c2ccc(C(C)C)cc2)n2ncnc2N1 (stereo not drawn)
    3 | 3 | -0.2 | 11 | 4 | -5 | 24 | 23 | / | 3
(53) COc1ccccc1N(C)S(=O)(=O)c1ccc(C(=O)OC(C)C(=O)NCc2ccc3c(c2)OCO3)cc1 (stereo not drawn)
    6 | -1 | -1.1 | 6 | 2 | 3 | 4 | 13 | 7 | 8
(54) O=C(CSc1nc2ccccc2c(=O)n1CCCN1CCOCC1)Nc1ccc2c(c1)OCO2
    2 | -1 | 0.1 | 13 | -3 | 1 | 4 | -21 | 5 | 5
(55) CCC(CC)NC(=O)CN(c1ccccc1OC)S(=O)(=O)c1cccs1
    0 | 1 | -0.2 | -1 | 0 | 0 | 6 | -3 | 3 | -20
(56) Cc1cc(-n2cc(Br)c(=O)[nH]c2=O)nc(-c2ccccc2)n1
    -5 | 20 | 0.3 | 10 | 5 | 0 | 26 | -22 | -3 | -7
(57) COc1ccc(-c2csc3nc[nH]c(=O)c23)cc1OC
    6 | 1 | -0.6 | -4 | 10 | -14 | -8 | -1 | -5 | -17
(58) C=CCN1C(=O)c2ccccc2C1(O)Cc1ccccc1 (stereo not drawn)
    0 | 3 | 2.6 | -8 | 3 | -4 | 4 | -9 | -4 | 2
(59) COc1ccc(C2=NOC(C)(c3nnc(-c4ccc(F)cc4)o3)C2)cc1 (stereo not drawn)
    / | -4 | -0.2 | 0 | / | -3 | 3 | / | -9 | -11
(60) COc1ccc(-c2cc(C(F)F)n3ncc(C(=O)Nc4cccc(S(=O)(=O)N5CCOCC5)c4)c3n2)cc1
    -5 | -8 | -0.6 | 11 | 3 | 9 | 17 | -17 | 2 | 16

Screens deposited in PubChem by several laboratories.

Random draw from the library; about 5% have a hit in one of these screens.
